MEKK2wt PB1 HTS: modulators of MEK5 binding to wildtype MEKK2, primary screen, biochemical, multiplex bead flow cytometry, Alexa488-MEK5; Mitogen-activated protein kinase kinase kinase 2 (Homo sapiens), Q9Y2U5; Alexa488-MEK5 binding to MEKK2 WT; actives lie on both sides; binding response (% of control), % at 10 µM; 290,000 tested, 1.1% active; in the data active means binding response below about 67% or above about 130%
NALP1 yeast inh: NALP1 inflammasome inhibitors in reconstituted yeast, colorimetric, S. cerevisiae, triplicate retest | S. cerevisiae NALP1/ASC/caspase-1 growth, X-gal OD620, 72 h | inhibition, % at 10 µM | AID 2071, 2009 | 280,000 tested, 0.61% active; in the data active means inhibition mostly above about 24%, no sharp cut-off; inactive means mostly below about 32%; further: some compounds called inactive have numbers as strong as hits
MEKK3 PB1 HTS: modulators of MEKK3-MEK5 PB1 binding, primary screen, biochemical, wildtype MEKK3, multiplex bead flow cytometry, Alexa488-MEK5; Mitogen-activated protein kinase kinase kinase 3 (Homo sapiens), Q99759; bead-based flow cytometry, Alexa488-MEK5 binding to MEKK3; actives lie on both sides; 0 = blocked by unlabeled MEK5, 100 = vehicle; binding response (% of control), % at 10 µM; 290,000 tested, 1.4% active; AID 1529, 2009;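 active means binding response more than 3 SD above or below the average of its plate-row segment, actives on both sides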;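 further: Alexa488 bead fluorescence after subtracting the streptavidin-only scavenger bead signal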
Target sequence (Q99759 whole entry, looked up): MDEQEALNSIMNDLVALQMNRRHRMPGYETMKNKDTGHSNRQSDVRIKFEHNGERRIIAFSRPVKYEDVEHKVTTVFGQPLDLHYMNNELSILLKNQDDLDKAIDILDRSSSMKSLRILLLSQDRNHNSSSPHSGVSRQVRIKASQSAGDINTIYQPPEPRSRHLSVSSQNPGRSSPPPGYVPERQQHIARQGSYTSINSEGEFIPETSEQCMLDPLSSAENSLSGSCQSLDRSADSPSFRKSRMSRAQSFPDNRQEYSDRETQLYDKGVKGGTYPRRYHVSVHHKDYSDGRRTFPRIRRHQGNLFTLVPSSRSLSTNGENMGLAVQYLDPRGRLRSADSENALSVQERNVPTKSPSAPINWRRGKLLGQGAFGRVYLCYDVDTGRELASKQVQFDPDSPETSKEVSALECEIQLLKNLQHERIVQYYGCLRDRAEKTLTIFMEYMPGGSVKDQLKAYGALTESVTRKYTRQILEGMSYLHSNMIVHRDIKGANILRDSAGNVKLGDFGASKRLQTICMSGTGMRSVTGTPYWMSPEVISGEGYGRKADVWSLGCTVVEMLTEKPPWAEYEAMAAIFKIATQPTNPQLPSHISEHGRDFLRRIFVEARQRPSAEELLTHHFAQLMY
MEKK2 mut-MEK5: MEK5 binding signal on mutant MEKK2 PB1, primary screen, biochemical, multiplex bead flow cytometry, Alexa488-MEK5; AID 1530, 2009; percent response, % at 10 µM; Alexa488-MEK5 binding to MEKK2 mutant; 290,000 tested, 0.35% active; in the data active means percent response above about 24%, passing the limit was not always enough; further: inactives centre near 1; some results filed as inactive read as strong as hits; reference of the scale not given here
GPR7 antagonist: GPR7 receptor antagonists, primary screen, cell-based, fluorescence, single concentration; 290,000 tested, 1.1% active; inhibition, % at 4.4 µM; GPR7-expressing cells, fluorescence antagonist assay; AID 1861, 2009; in the data active means inhibition above about 16%, passing the limit was not always enough;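 further: cells stimulated with the agonist NPW; 0% = agonist with vehicle and 100% = vehicle without agonist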
PfM18AAP inh: PfM18AAP inhibitors, malaria aminopeptidase, primary screen, biochemical, QFRET, recombinant enzyme. M18 aspartyl aminopeptidase (Plasmodium falciparum 3D7). H-Glu-NHMec fluorogenic cleavage. inhibition, % at 7.35 µM. 290,000 tested, 1.2% active. AID 1822, 2009;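 active means inhibition above the campaign mean inhibition over all tested compounds plus 3 SD, cut at about 28% in these data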;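 further: 0% = plate median of test compound wells and 100% = 2 mM ZnCl2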
PHOSPHO1 block: PubChem AID 1565; 290,000 tested, 1.1% active; Phosphoethanolamine/phosphocholine phosphatase (Homo sapiens), Q8TCT1; inhibition, % at 13.3 µM; recombinant PHOSPHO1, absorbance phosphatase assay; in the data active means inhibition above about 60%
OXTR ag: human OXTR agonists, primary screen, fluorescence, CHO-OTR cells, Fluo-8 calcium; Oxytocin receptor (Homo sapiens), P30559; Fluo-8 calcium fluorescence; normalized: DMSO 0%, oxytocin 100%; activation, % at 3 µM; 320,000 tested, 0.32% active;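 active means activation above the mean of all tested compounds plus 3 SD, cutoff set per screening run, cut at about 20% in these data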;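 further: peak over basal fluorescence ratio from a 100 s FLIPR kinetic read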
Target sequence (P30559 whole entry, looked up): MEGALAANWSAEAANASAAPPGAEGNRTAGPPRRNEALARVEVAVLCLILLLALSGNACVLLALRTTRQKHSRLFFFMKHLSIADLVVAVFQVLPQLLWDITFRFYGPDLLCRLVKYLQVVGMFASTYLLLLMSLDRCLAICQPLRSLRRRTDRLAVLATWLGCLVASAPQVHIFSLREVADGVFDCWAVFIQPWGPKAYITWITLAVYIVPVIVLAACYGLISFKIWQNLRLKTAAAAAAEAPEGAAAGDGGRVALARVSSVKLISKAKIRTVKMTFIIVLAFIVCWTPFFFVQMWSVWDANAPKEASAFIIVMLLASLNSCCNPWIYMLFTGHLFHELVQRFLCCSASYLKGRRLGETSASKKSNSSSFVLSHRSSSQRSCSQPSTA
FID counter: compounds displacing fluorescent DNA intercalator, primary screen, artefact control for HCV NS3 helicase inhibitor project, biochemical, FID fluorescence. DNA fluorescent intercalator displacement. AID 1845, 2009. inhibition, % at 7.9 µM. 290,000 tested, 0.17% active; in the data active means inhibition above about 37%;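 further: 0% = vehicle and 100% = reference compound; higher means more ethidium bromide displaced from hairpin DNA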
* = called active by the depositor; x = not tested or not shown; [ ] = remark or other dose.

nr	SMILES	MEKK2wt PB1 HTS	NALP1 yeast inh	MEKK3 PB1 HTS	MEKK2 mut-MEK5	GPR7 antagonist	PfM18AAP inh	PHOSPHO1 block	OXTR ag	FID counter
1	O=C(c1ccc(OC2CCN(CCc3ccccc3)CC2)cc1)N1CCCC(O)C1 (configuration not stated)	107	1	102	5	-10	-7	23	0.6	-1
2	CCCN(CCC)c1ccc(/C=C/c2ccc3cc(OCC)ccc3n2)cc1	x	8	86	51*	-8	8	27	-0.7	-11
3	O=C(NC1CCCCC1)NC1CC2CCC(C1)N2Cc1nnnn1Cc1ccc2c(c1)OCO2 (configuration not stated)	x	8	x	x	-3	5	-13	-1.6	-23
4	COc1ccc(OCCn2c(NC(=O)c3ccco3)nc3ccccc32)cc1	102	8	104	3	-11	2	3	-0.3	-7
5	COc1ccccc1/C=C/C(=O)/C=C/c1ccccc1O	96	x	106	-2	-4	-12	34	x	-12
6	O=S(=O)(NCC1CCCO1)c1ccc2ccccc2c1 (configuration not stated)	105	-3	107	5	-8	-1	13	0.0	-12
7	N#Cc1c(NC(=O)CSc2ncnc3c2cnn3-c2ccccc2Cl)sc2c1CCCC2	102	x	102	4	2	-10	x	1.1	-1
8	CCOC(=O)c1cnn(CCOC(=O)C(C)(C)C)c1NC(=O)C(C)(C)C	0.0*[inhibitor]	18	2.0*[inhibitor]	-25	-7	-6	14	0.2	-11
9	CCOC(=O)c1ccc(NC(=O)Nc2c(C)nn(C)c2C)cc1	105	-14	100	5	-5	-2	-7	0.2	-7
10	O=C1CN(S(=O)(=O)c2ccc(Br)cc2)c2ccccc2N1	103	10	101	3	-5	2	25	0.1	-9
11	CN(C(=O)COc1ccc2ccc(=O)oc2c1)C1CCS(=O)(=O)C1 (configuration not stated)	108	24	108	4	-13	-12	23	0.3	-1
12	Cn1ccnc1SCC(=O)Nc1cccc(C(F)(F)F)c1	96	13	99	-1	-5	-1	10	-0.5	2
13	Nc1cc(C(=O)O)c(N)c2c1C(=O)c1ccccc1C2=O	103	x	103	-3	-8	7	25	-0.8	-3
14	Cc1cccn2c(=O)c3cc(C(=O)NCC4CCCO4)c(=N)n(CCc4ccccc4)c3nc12 (configuration not stated)	99	10	99	2	1	8	46	-0.1	5
15	CN(C)CCN(C(=O)CCS(=O)(=O)c1ccccc1)c1nc2c(F)cccc2s1	102	12	101	5	6	-15	22	0.0	0
16	CCCCC(CC)COC1(c2ccccc2)OC(=O)c2ccccc21 (configuration not stated)	97	15	94	3	3	-4	26	0.4	-2
17	CCn1cc(C=C2C(=O)c3ccccc3C2=O)c2ccccc21	33*[inhibitor]	13	68	-4	1	-13	-9	x	0
18	O=C(NCCNCc1ccc(F)cc1)c1ccco1	102	9	101	2	-9	-2	7	-0.5	7
19	CC(NC(=O)C(Cc1ccccc1)n1cccc1)c1ccccc1 (configuration not stated)	98	x	97	0	-3	-12	23	-2.1	-8
20	CCCCCCCC(=O)N/N=C/c1cccnc1	104	-12	103	3	-12	-2	13	0.0	-17
21	CCC(CC)C(=O)Oc1c(Sc2ccccc2[N+](=O)[O-])c(C)nn1C(C)(C)C	105	16	97	4	-6	-3	-12	-0.9	-2
22	COc1ccc(C)cc1Nc1n[n+](-c2ccccc2)c(-c2ccc(NC(C)=O)cc2)s1	142*	12	106	10	-1	1	-2	1.0	-16
23	CCOc1cccc(C(=O)Nc2cccc(C(C)=O)c2)c1	110	17	118	6	2	-6	-5	-0.1	-11
24	COc1ccc(C(O)C(CN2CCOCC2)c2ccccc2)cc1 (configuration not stated)	97	9	99	-4	-13	0	0	0.1	-1
25	CCN(c1ccccc1)S(=O)(=O)c1ccc(Cl)c(NC(=O)COC(=O)c2cccc(OC)c2O)c1	104	x	121	-1	-8	1	-1	-0.1	-6
26	O=C(NCc1cccc(F)c1F)C1CCC(=O)N(C2CCCCCC2)C1 (configuration not stated)	102	17	99	-3	0	0	41	0.2	-36
27	COc1cccc(Nc2nc(C)cc(C)c2C#N)c1	97	30	97	8	1	2	4	-1.4	-7
28	O=S(=O)(Cc1ccccc1)Cc1cnc(Cl)s1	103	10	102	0	7	1	44	-1.4	0
29	O=C(Nc1ccccc1)c1ccc[n+](Cc2ccc([N+](=O)[O-])cc2)c1	107	16	100	1	0	3	-29	-0.7	15
30	CCOc1ccccc1N(CC(=O)NCc1ccco1)C(=O)CCC(=O)Nc1nccs1	107	11	104	3	-1	2	12	0.4	-30
31	Cc1ccc(-c2cc3c(nn2)-c2ccccc2C3=O)cc1	103	x	103	1	-3	3	24	-2.0	4
32	COCCNC(=S)N(CCc1c(C)[nH]c2ccccc12)Cc1ccco1	105	-15	106	0	9	4	-16	1.7	-17
33	COc1ccc(O)c(-c2cc(-c3ccc(F)cc3)n[nH]2)c1	102	0	110	8	0	12	18	-1.1	-10
34	O=C(NNC1=Nc2cccc3cccc1c23)c1ccccc1Br	98	-6	99	14	4	22	-7	0.5	-6
35	CCOc1ccc(N(CC(=O)NC2CCC(C)CC2)S(=O)(=O)c2c(C)noc2C)cc1 (configuration not stated)	98	8	100	5	1	-1	33	-3.0	-47
36	CCOc1ccc(NS(=O)(=O)c2cc(NC(=O)CCC(=O)c3cccs3)ccc2Cl)cc1	90	-31	98	-5	-3	-6	0	0.0	-11
37	CCCCOc1ccccc1C1NC(=O)NC(C)=C1C(=O)OCCOCC (configuration not stated)	91	6	86	-8	-1	5	-2	-1.4	-35
38	COc1ccc(NC(=O)N2CCCC2C(=O)Nc2ccc(C)c(Cl)c2)cc1 (configuration not stated)	107	20	106	1	-13	0	-14	-1.7	4
39	COCCCNS(=O)(=O)c1ccc2c(c1)CCN2C(C)=O	109	8	106	3	-8	3	12	1.3	3
40	O=C(Nc1nc2ccccc2[nH]1)c1ccc(F)cc1	101	14	100	6	-6	7	9	0.3	-1

An excerpt from above in order of count of non-hydrogen atoms, highest first:
nr	SMILES	MEKK2wt PB1 HTS	NALP1 yeast inh	MEKK3 PB1 HTS	MEKK2 mut-MEK5	GPR7 antagonist	PfM18AAP inh	PHOSPHO1 block	OXTR ag	FID counter
37	CCCCOc1ccccc1C1NC(=O)NC(C)=C1C(=O)OCCOCC (configuration not stated)	91	6	86	-8	-1	5	-2	-1.4	-35
32	COCCNC(=S)N(CCc1c(C)[nH]c2ccccc12)Cc1ccco1	105	-15	106	0	9	4	-16	1.7	-17
34	O=C(NNC1=Nc2cccc3cccc1c23)c1ccccc1Br	98	-6	99	14	4	22	-7	0.5	-6
39	COCCCNS(=O)(=O)c1ccc2c(c1)CCN2C(C)=O	109	8	106	3	-8	3	12	1.3	3

Going on with the list.
nr	SMILES	MEKK2wt PB1 HTS	NALP1 yeast inh	MEKK3 PB1 HTS	MEKK2 mut-MEK5	GPR7 antagonist	PfM18AAP inh	PHOSPHO1 block	OXTR ag	FID counter
41	CCOC(=O)C1(Cc2ccccc2)CCCN(C2CCN(C(C)=O)CC2)C1 (configuration not stated)	94	3	96	-5	-3	-18	58	1.6	-6
42	COCCNC(=S)c1ccc(OC)cc1	102	6	102	3	-3	9	21	-0.2	0
43	Nc1c(C(=O)Nc2ccc(Cl)c(Cl)c2)sc2nc(-c3cccnc3)ccc12	94	39	97	-2	4	11	4	0.9	-7
44	CCOC(=O)c1c(N/N=C/c2ccncc2)n[nH]c1C	98	25	98	-3	-2	-2	-3	-0.3	-4
45	COc1cccc(CN(CC(=O)NCc2ccc(F)cc2)C(=O)c2ccco2)c1	99	22	100	-2	-6	1	19	3.0	-21
46	Cc1cc(NS(=O)(=O)c2ccc(NC(=O)CSc3nc4ncc(Br)cc4[nH]3)cc2)nc(C)n1	119	5	123	18	-7	-19	72*	0.5	-14
47	Cc1cc(=O)oc2cc3oc(=O)cc(C)c3cc12	111	18	104	3	-10	-3	19	2.0	-1
48	COc1ccccc1NC1=NC(C)(C)N=C(N)N1	100	8	102	-1	6	0	-9	0.2	3
49	O=C(c1ccc(Cl)cc1)C1CCN(Cc2ccccc2)CC1	110	14	101	5	-5	3	8	0.0	2
50	CC(=O)Oc1ccc(CC(C(=O)O)N2C(=O)c3ccccc3C2=O)cc1 (configuration not stated)	106	0	101	2	11	-7	-10	0.0	-19
51	COc1cccc(N2CC(C(=O)OC(C)C(=O)c3ccccc3)CC2=O)c1 (configuration not stated)	94	11	99	-7	-8	-2	-16	1.2	-12
52	CC1CCN(C(=S)Nc2ccc(F)cc2)CC1	100	15	100	-2	-2	-3	-3	-0.9	-2
53	Cc1ccc([N+](=O)[O-])cc1N=Nc1c(-c2ccc([N+](=O)[O-])cc2)[nH]n(C(N)=S)c1=O	84	-5	89	-19	-12	-11	16	x	-6
54	CCOC(=O)C1(CC2CCCCO2)CCN(Cc2nccn2-c2cccc(C)c2)CC1 (configuration not stated)	79	1	80	-22	19*	3	41	-1.2	-1
55	CCOC(=O)Nc1ccc2nc3n(c(=O)c2c1)CCCCC3	81	12	92	-15	-10	-1	28	-0.5	2
56	O=C(CC(c1ccccc1)c1ccccc1)Nc1ccc(C(=O)O)cc1	102	12	104	2	10	-3	18	-1.8	-20
57	COc1ccc(CN(C)C(C)C(=O)Nc2cccc3ccccc23)cc1 (configuration not stated)	98	25	101	-5	-6	2	35	-1.1	-3
58	NS(=O)(=O)c1cc2c(cc1C(F)(F)F)NCNS2(=O)=O	97	26	108	3	-11	-12	-11	0.5	-2
59	O=c1cccc2n1Cc1cc3ccccc3nc1-2	97	5	99	-3	0	-5	1	0.1	-1
60	O=C(NC1CCCCC1)C1CCN(c2cnccn2)CC1	99	4	103	-5	-2	-4	-17	0.1	-1
61	CCN(CC)C(=O)c1ccccc1NC(=O)c1cccc(S(=O)(=O)N(CC)CC)c1	98	31	101	0	-9	5	-8	-0.6	-25
62	CN(CCCNC(=O)C1CCC(=O)N1Cc1ccccc1Cl)c1ccccc1 (configuration not stated)	105	22	103	7	2	0	27	-0.4	-26
63	N#CCCn1cc(C(=O)O)c(-c2cc3ccccc3o2)n1	99	22	98	-2	10	-6	-9	0.3	0
64	O=C(NCCc1ccc(Cl)cc1)C1CCCN(c2ncnc3c2nc2n3CCCCC2)C1 (configuration not stated)	97	8	97	0	-9	5	51	-0.3	-57
65	Cc1ccc(C(=O)Cn2c(C)cc(C)c(C#N)c2=O)cc1	97	-3	95	5	-3	0	18	-1.2	-6
66	CCn1cc(C(=O)N2CCN(c3cccc(Cl)c3)CC2)c2cc(OC)c(OC)cc2c1=O	90	7	90	-6	11	-8	2	-2.3	-43
67	COC(=O)C1CCN(Cc2cc(=O)oc3cc(OC)ccc23)CC1	94	6	94	-3	1	3	-57	1.1	-17
68	O=C(CNS(=O)(=O)c1ccccc1F)Nc1ccc(N2CCOCC2)cc1	98	0	98	-4	-4	-6	-7	0.7	-4
69	Cc1cc(C)c(NC(=O)CCn2nnc3ccccc32)c(C)c1	87	-6	100	-11	-15	2	17	-0.7	-6
70	Cc1ccc(N2CC(C(=O)OCC(=O)Nc3ccccc3F)CC2=O)cc1 (configuration not stated)	104	10	119	4	-13	-4	24	-1.9	-17

This is a random part of the collection; about 6.2% have a hit in one of these screens.
